HSF1 activator = increases HSF-1 driven luciferase reporter signal; NIH3T3-HGL HSF-1 luciferase reporter, MG132, 8 h; 100% = twice DMSO control signal; activation, % at 9 µM; 300,000 compounds, 1.7% hits; AID 504408;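 active = mean replicate activation of at least 50% with a set share of replicates each reaching 50%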;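 note: 0% = median of the neutral control wells and 100% = twice that signal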
HDAC3 inhib = human HDAC3 inhibition. O15379. recombinant HDAC3, fluorogenic peptide/trypsin coupled, fluorescence. inhibition, % at 8.3 µM. 320,000 compounds, 0.15% hits. AID 2718; in the data active = inhibition above about 26%, passing the limit was not always enough
Target sequence (O15379 whole entry, looked up): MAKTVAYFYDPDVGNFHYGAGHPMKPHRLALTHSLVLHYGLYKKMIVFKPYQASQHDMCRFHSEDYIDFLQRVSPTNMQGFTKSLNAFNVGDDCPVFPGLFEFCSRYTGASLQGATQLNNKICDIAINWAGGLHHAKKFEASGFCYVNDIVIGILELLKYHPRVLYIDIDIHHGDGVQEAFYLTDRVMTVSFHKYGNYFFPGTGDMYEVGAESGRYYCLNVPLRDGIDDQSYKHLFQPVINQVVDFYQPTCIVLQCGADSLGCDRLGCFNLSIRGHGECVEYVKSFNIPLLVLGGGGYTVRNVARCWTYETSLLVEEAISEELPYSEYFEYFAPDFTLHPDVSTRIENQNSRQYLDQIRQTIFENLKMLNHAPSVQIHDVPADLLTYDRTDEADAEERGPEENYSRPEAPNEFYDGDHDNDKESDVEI
HIF act = HIF pathway transcriptional activation; U2OS HRE-luciferase reporter, luminescence; normalized: DMSO 0%, desferrioxamine 100%; 300,000 compounds, 0.32% hits; AID 1910; activation, % at 7.5 µM (by protocol);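 active = mean activation of at least 10% of the iron chelator positive control signal, with at least half of replicates also reaching 10%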
HSP90 refold inh = inhibitors of HSP90 luciferase refolding in rabbit reticulocyte lysate. luciferase refolding luminescence, 3 h. inhibition, % at 5.6 µM. 290,000 compounds, 0.91% hits. AID 1789;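 active = inhibition above the screen-wide mean plus 3 SD, computed separately per campaign, cut at about 16% in these data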;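 note: 0% = DMSO wells and 100% = 60 µM geldanamycin wells; inhibitors lower the luminescence because luciferase stays unfolded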
Platelet DG rel = modulates dense granule release in human platelets; 300,000 compounds, 0.22% hits; human platelet-rich plasma, SFLLRN dense granule ATP release, luminescence; inhibition, %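 (compounds screened at 7.5 µM in platelet-rich plasma)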;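 active = mean replicate score, as percent of positive control, at or above 50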
IEC-6 cytotox = kills IEC-6 intestinal cells in KLF5 counter-screen; IEC-6 cytotoxicity, luminescence viability; inhibition, % at 5 µM; 290,000 compounds, 0.78% hits; AID 1825; in the data active = inhibition above about 22%;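 note: 0% = plate median of test compound wells and 100% = cytotoxic reference compound wells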
aSyn UTR inh = 5' untranslated region of α-synuclein, MLPCN primary screen. 300,000 compounds, 0.82% hits. alpha-synuclein 5'UTR reporter, inhibitor activity. AID 1813. inhibition, % (tested at 7.5 µM); in the data active = inhibition above about 60%;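 note: H4 neuroglioblastoma cells stably carrying SNCA 5'UTR luciferase fusion; 0% = DMSO wells and 100% = positive control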
KLF5 inh = kruppel-like factor 5 inhibition | 290,000 compounds, 0.23% hits | AID 1700 | DLD-1 KLF5 promoter-luciferase reporter, luminescence | inhibition, % at 5 µM;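 active = inhibition above a per-plate limit of that plate's mean compound inhibition plus 3 SD, cut at about 60% in these data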;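 note: 0% = DMSO wells and 100% = LY294002 at 200 µM; higher means less KLF5 promoter-driven luciferase light; inactives centre near -14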
AI-2 QS modul = Vibrio harveyi AI-2 quorum sensing modulation; Vibrio harveyi JMH597 AI-2 luminescence/OD600 ratio, 9 h; active compounds read low; strain lacks LuxN and CqsS sensors; 0 = neutral-control median; activity change, % at 7.5 µM; 300,000 compounds, 0.4% hits; AID 2094; in the data active = activity change below about -75%, passing the limit was not always enough;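 note: luminescence divided by OD600 gain over 9 h not by final OD600 alone; inactives centre near 13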
HSF1 inh = HSF1 inhibition. activity change, negative = inhibition, % at 7.5 µM (by protocol). NIH3T3-HGL HSE-luciferase, MG132-induced, luminescence 8 h; active compounds read low. 300,000 compounds, 0.77% hits;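 active = more than half of replicate wells show activity change below -50%, luminescence cut by over half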;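 note: luciferase reports HSF-1 transcriptional activity via heat shock element; 0% = median of DMSO wells and -100% = zero luminescence signal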
Starred values were filed as active, the others as inactive; . = not tested or not shown. Compounds as they come. About 5% of those tested had a hit in this group.

SMILES	HSF1 activator	HDAC3 inhib	HIF act	HSP90 refold inh	Platelet DG rel	IEC-6 cytotox	aSyn UTR inh	KLF5 inh	AI-2 QS modul	HSF1 inh
CC(=O)N1CCN(S(=O)(=O)c2ccc(F)c(Cl)c2)CC1	-3	6	-0.2	0	-2	1	-27	3	37	-4
O=C(CSc1nc2sc3c(c2c(=O)[nH]1)CCCC3)NCCO	-2	1	0.1	-1	30	1	-33	0	10	-2
Cn1c(SCC(=O)Nc2ccc(Cl)cc2)nc(O)cc1=O	39	7	0.1	1	10	4	-27	-29	21	7
Cc1cccc(NC(=O)CCSc2ccccc2)c1C	40	-7	0.4	-4	14	-6	-21	-46	17	27
Cn1c(=O)c2c(nc(CN3CCc4ccccc4C3)n2Cc2ccccc2)n(C)c1=O	12	-7	-0.3	-1	2	0	18	-5	9	-1
Cc1oc(-c2cccc(Cl)c2)nc1CS(=O)(=O)CC(=O)NC1CCCC1	8	4	-0.6	-5	-3	3	37	-9	8	8
Cc1cccnc1NC(=O)c1cccc(S(=O)(=O)N2CCN(c3ccccc3)CC2)c1	-1	4	0.3	.	6	.	1	.	9	10
Cc1ccccc1C(=O)/C(C#N)=N/Nc1c(C)n(C)n(-c2ccccc2)c1=O	5	5	-0.5	-6	15	38*	79*	30	57	-2
Cc1ccc(N/C=C2\C(=O)C3(C)CCC2C3(C)C)cc1C (centres undefined)	-42	-1	0.8	-2	9	-6	-63	-35	24	-40
COc1ccc(-n2ncc(Cl)c(Cl)c2=O)cc1	21	.	-0.1	0	-3	61*	-155	-10	16	10
CCCCN1C(=S)SC(C)(C)C1/[N+]([O-])=C/c1cccnc1 (centres undefined)	-3	2	0.0	2	4	-3	2	1	4	-4
O=C(NC(c1ccc(Cl)cc1)c1c(O)ccc2ccccc12)c1ccccc1 (centres undefined)	.	-6	.	7	.	15	.	-34	.	.
CCn1cc(C(=O)NCCc2ccccc2C)c(=O)c2ccc(C)nc21	-21	3	-0.3	-2	-1	5	8	-40	1	-7
Cc1ccc2nc(Nc3nc(C)cc(-c4ccccc4)n3)[nH]c(=O)c2c1	7	-5	0.0	-1	12	-3	-28	-52	9	-4
O=C1OC(/C(=C\Nc2ccc(F)cc2F)[N+](=O)[O-])c2ccccc21 (centres undefined)	16	5	-0.3	1	-6	-2	-42	-20	17	8

In another format: results already given.
| molecule | HSF1 activator | HDAC3 inhib | HIF act | HSP90 refold inh | Platelet DG rel | IEC-6 cytotox | aSyn UTR inh | KLF5 inh | AI-2 QS modul | HSF1 inh |
| --- | --- | --- | --- | --- | --- | --- | --- | --- | --- | --- |
| Cn1c(SCC(=O)Nc2ccc(Cl)cc2)nc(O)cc1=O | 39 | 7 | 0.1 | 1 | 10 | 4 | -27 | -29 | 21 | 7 |
| COc1ccc(-n2ncc(Cl)c(Cl)c2=O)cc1 | 21 | . | -0.1 | 0 | -3 | 61* | -155 | -10 | 16 | 10 |
| Cc1ccccc1C(=O)/C(C#N)=N/Nc1c(C)n(C)n(-c2ccccc2)c1=O | 5 | 5 | -0.5 | -6 | 15 | 38* | 79* | 30 | 57 | -2 |
| Cn1c(=O)c2c(nc(CN3CCc4ccccc4C3)n2Cc2ccccc2)n(C)c1=O | 12 | -7 | -0.3 | -1 | 2 | 0 | 18 | -5 | 9 | -1 |
| O=C(CSc1nc2sc3c(c2c(=O)[nH]1)CCCC3)NCCO | -2 | 1 | 0.1 | -1 | 30 | 1 | -33 | 0 | 10 | -2 |

Results in HDAC3 inhib and AI-2 QS modul (four entries from above):
mol	HDAC3 inhib	AI-2 QS modul
Cc1ccc2nc(Nc3nc(C)cc(-c4ccccc4)n3)[nH]c(=O)c2c1	-5	9
CC(=O)N1CCN(S(=O)(=O)c2ccc(F)c(Cl)c2)CC1	6	37
Cc1cccnc1NC(=O)c1cccc(S(=O)(=O)N2CCN(c3ccccc3)CC2)c1	4	9
Cc1ccccc1C(=O)/C(C#N)=N/Nc1c(C)n(C)n(-c2ccccc2)c1=O	5	57

Other structures follow:
SMILES	HSF1 activator	HDAC3 inhib	HIF act	HSP90 refold inh	Platelet DG rel	IEC-6 cytotox	aSyn UTR inh	KLF5 inh	AI-2 QS modul	HSF1 inh
COC(=O)c1sc(S(=O)(=O)NCc2ccccc2)c(C(=O)OC)c1C	13	-1	-0.6	-3	5	1	-28	3	13	-3
CCCOc1ncnc2c1[nH]c1ccccc12	-12	-6	2.4	3	-2	9	-142	-60	6	-4
CC(=O)Nc1ccc(S(=O)(=O)Nc2nc(CN3CCOCC3)nc3sc4c(c23)CCCC4)cc1	.	-1	.	1	.	5	.	-4	.	.
CCOc1ccc(NS(=O)(=O)c2ccc(NS(=O)(=O)c3cccs3)cc2)cc1	-5	4	0.0	-2	11	0	-6	-26	5	-12
CC1CCCCC1NC(=O)CSc1nnc(COc2ccc(Cl)cc2)o1 (centres undefined)	16	6	-0.1	2	-59	1	29	-3	41	9
O=C(NC(=S)Nc1ccc(S(=O)(=O)N2CCOCC2)cc1)c1ccccc1[N+](=O)[O-]	-4	-2	0.4	2	6	2	5	6	13	-10
CC(=O)Nc1cc(C(=O)OCC(=O)c2ccccc2)ccc1C	39	-11	2.5	24*	-1	-2	-24	-103	38	3
Cc1ccc(C)c(NS(=O)(=O)c2ccc3[nH]c(=O)[nH]c3c2)c1	6	-9	0.1	-3	0	-1	0	7	5	4
O=C(NCc1nnc2c(C(F)(F)F)cc(Cl)cn12)c1ccc(Br)o1	-4	-4	0.4	-5	-20	-9	11	-7	19	-9
COCC(=O)N(Cc1cc2ccc(C)c(C)c2n2nnnc12)C1CCCC1	-5	1	-0.1	1	-2	-5	-10	-18	11	6
C=CCNC(=O)CN(c1ccc(F)c(Cl)c1)S(C)(=O)=O	14	-4	-0.2	0	0	2	9	-19	11	-5
O=C(Nc1ccc(Cl)cc1)N(Cc1cccnc1)Cc1ccco1	12	-2	0.3	3	-1	6	-20	0	16	8
CCn1cc(C(=O)N[C@H](C)c2ccccc2)c(=O)c2cc(F)c(N3CCN(C)CC3)cc21	6	-44	-0.5	7	1	1	16	-2	7	1
Cc1ccc(-c2ccnc3[nH]n(-c4ccccc4)c(=O)c23)cc1	34	5	0.4	-3	4	0	-55	-29	-1	9
COc1ccc(C(=O)/C=C/c2ccccc2)c(OC)c1	62*	5	3.8	1	1	-2	-277	-80	32	34
CCC(C)NC(=O)CCc1c(C)nc2c(c(C)nn2-c2ccccc2)c1C (centres undefined)	-1	2	-1.0	-2	-2	-3	5	-16	11	2
Cc1nnc(SCCn2c(N(C)Cc3ccccc3)nc3c2c(=O)n(C)c(=O)n3C)s1	0	11	-0.2	-1	-3	0	-4	-27	25	4
CC(C)C(=O)Nc1ccnc(-c2cccnc2)n1	13	-8	0.0	3	-11	0	-8	-7	9	-6
COC(=O)Cc1ccc(NC(=O)C(c2ccccc2)c2ccccc2)cc1	-2	13	-1.2	2	-9	-4	13	-53	4	0
CSc1sc(C(=O)NN)c2c1C1(CCC2)SCCS1	0	-5	-0.3	-3	5	-5	0	-18	.	-13
Cc1ccc(C)c(-c2nn(-c3cc(N4CCN(CCO)CC4)ccc3[N+](=O)[O-])c(=O)c3ccccc23)c1	30	-2	-0.7	2	1	-4	13	-17	-5	5
CCc1nnc(NC(=O)CCS(=O)(=O)c2ccc(C)cc2)s1	-2	1	-1.2	.	13	.	-22	.	23	-4
COc1ccccc1NCC(O)COc1ccc(C(C)(C)C)cc1 (centres undefined)	-4	8	-0.1	1	-4	3	-9	8	-58	-2
COc1cccc(C(=O)NCc2ccc3c(c2)OCO3)c1OC	4	3	0.4	4	1	-2	-26	-27	-3	-1
COc1cccc(CN(C)C(=O)CNC(=O)c2ccc3c(c2)OCO3)c1OC	8	1	-0.1	2	-16	1	-4	-20	6	-5
NC(=O)CC(NC(=O)Cc1cccc2ccccc12)c1ccc(NCc2ccccc2)c([N+](=O)[O-])c1 (centres undefined)	18	-2	0.7	.	11	.	25	.	20	10
COc1ccc(C2C(C(=O)NCCCN3CCOCC3)c3ccccc3C(=O)N2c2ccc(OC)cc2)cc1 (centres undefined)	4	-6	0.1	1	-3	0	-11	-56	-2	-1
COc1cc2nc(CN3CCN(C(c4ccccc4)c4ccccc4)CC3)[nH]c(=O)c2cc1OC	1	2	0.0	2	-1	-3	0	-20	20	-2
CCn1cc(C(=O)N2CCN(c3ccc(OC)cc3)CC2)c2cc(OC)c(OC)cc2c1=O	-14	12	-0.2	2	5	-1	3	-21	11	2
CC(C)C[C@H](NC(=O)OC(C)(C)C)C(=O)N[C@@H](CO)[C@H](O)[C@@H]1C[C@@H]1C(=O)N1CCCC1	-28	-4	0.7	0	2	-2	3	-11	8	-16

Reprinted from above (two entries):
SMILES	HSF1 activator	HDAC3 inhib	HIF act	HSP90 refold inh	Platelet DG rel	IEC-6 cytotox	aSyn UTR inh	KLF5 inh	AI-2 QS modul	HSF1 inh
CC(=O)N1CCN(S(=O)(=O)c2ccc(F)c(Cl)c2)CC1	-3	6	-0.2	0	-2	1	-27	3	37	-4
O=C(CSc1nc2sc3c(c2c(=O)[nH]1)CCCC3)NCCO	-2	1	0.1	-1	30	1	-33	0	10	-2

Additional records.
SMILES	HSF1 activator	HDAC3 inhib	HIF act	HSP90 refold inh	Platelet DG rel	IEC-6 cytotox	aSyn UTR inh	KLF5 inh	AI-2 QS modul	HSF1 inh
Cc1cc(O)c(-c2cc(C(=O)Nc3cccnc3)[nH]n2)cc1C	64*	2	1.5	-1	-2	11	-188	-95	-1	33
O=C(NCc1ccco1)c1scc2c1OCCO2	33	-4	-0.1	-2	-36	1	16	-14	17	3
COc1cc(S(=O)(=O)Nc2ccc(Br)cc2)ccc1N	11	-3	-0.6	1	-2	7	-7	-24	-13	7
O=C(O)c1ccnc(Cl)c1	-15	-1	-0.4	4	-8	0	11	3	19	-7
Cc1cccc(C)c1-n1c(C)cc(/C=N\NC(=O)CC(=O)NC2CCCCC2)c1C	-5	-1	-0.6	1	9	2	6	1	31	-4
CC(C)n1nnnc1SCC(=O)c1ccc2c(c1)OCCO2	40	7	4.0	-1	-1	4	-145	-127	25	37
CCOC(=O)COc1nc(-c2ccco2)cc(-c2ccco2)c1C#N	11	-7	0.5	3	21	-3	-3	-29	3	-2
COc1ccc2[nH]c(=O)c(CN(CC3CCCO3)C(=O)Nc3ccccc3OC)cc2c1 (centres undefined)	-1	.	0.5	0	1	2	6	-30	19	2
CC(=O)c1ccc(S(=O)(=O)N2CCN(C(=O)C3CCCC3)CC2)cc1	5	-3	-0.1	-1	2	-3	-14	13	3	-4
COc1ccc(C(C)n2c(C)c3c(C)nnc(C)c3c2C)cc1 (centres undefined)	1	-4	-0.1	1	9	8	-2	5	16	4
O=C(CCCOc1ccccc1)N1CCN(S(=O)(=O)c2cccs2)CC1	-11	-1	0.7	12	1	-7	-31	-34	25	-2

Source: PubChem BioAssay (several laboratories)
